# L929 necroptosis: L929 zVAD cell death inhibition; L929 zVAD necroptosis rescue, ATP luminescence, 24 h; with zVAD 60 µM; 220,000 compounds, 0.38% hits; viability rescue, % at 10 µM;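 active = activation, scaled between plate controls, above about 75%, limit read from the data; inactive = activation under that limit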;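 also: 0% = zVAD with DMSO and 100% = DMSO alone without zVAD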
# PGE2 EP2 inh: inhibitors of human EP2 prostaglandin E2 receptor; P43116; 260,000 compounds, 0.52% hits; C6 glioma cells expressing human EP2, cAMP TR-FRET; cells stimulated with saturating PGE2; inhibition, % at 25 µM; AID 1422;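 active = percent inhibition above 40 after rounding to a whole number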;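 also: rat C6 glioma host cells with rolipram phosphodiesterase inhibitor present; the protocol text gives 20 µM as final concentration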
# Target sequence (P43116 whole entry, looked up): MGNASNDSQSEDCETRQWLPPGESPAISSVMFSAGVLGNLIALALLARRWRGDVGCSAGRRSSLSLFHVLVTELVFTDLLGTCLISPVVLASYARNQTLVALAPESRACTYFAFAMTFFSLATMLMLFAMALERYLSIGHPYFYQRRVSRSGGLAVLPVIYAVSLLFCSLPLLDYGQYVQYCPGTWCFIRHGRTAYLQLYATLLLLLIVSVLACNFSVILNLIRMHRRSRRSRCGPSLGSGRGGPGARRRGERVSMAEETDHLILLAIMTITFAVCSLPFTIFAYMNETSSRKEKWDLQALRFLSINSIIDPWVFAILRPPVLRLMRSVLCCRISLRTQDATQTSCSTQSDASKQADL
# EP2 modulator: modulates human prostaglandin E2 receptor EP2 signaling. P43116. EP2-expressing cells, cAMP HTRF FRET, PGE2 co-stimulation. induction, % at 25 µM. 260,000 compounds, 0.83% hits. AID 940;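 active = compounds whose cAMP rise, as percent of the full-agonist control response, exceeds 60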;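 also: rat C6 glioma line stably carrying human EP2 under a CMV promoter; the protocol text gives 20 µM as final concentration; 100% = response of wells given 1 µM PGE2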
# PERK inh: blocks human PERK kinase | CHO PERK-DD fusion, SEAP luminescence translation reporter | Q9NZJ5 | 220,000 compounds, 0.17% hits | inhibition, % at 5.6 µM | AID 1416;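 active = inhibition above the mean inhibition of all tested compounds plus 3 SD, set separately per screening campaign, cut at about 2.9% in these data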;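 also: PERK kinase domain activated by AP20187 dimerizer at 100 nM; 0% = DMSO with dimerizer and 100% = rapamycin at 8.4 µM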
# Runt-CBFb FRET: Runt domain-CBFb interaction inhibition; Q01196+Q13951; Cerulean-Runt/Venus-CBFb FRET ratio 530/480, 1 h; inhibition, % at 20 µM; 220,000 compounds, 0.46% hits; AID 1496;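 active = inhibition over about 50% at 20 µM in the single-dose screen, limit read from the data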;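 also: 0% = DMSO wells and 100% = excess unlabeled CBFb competitor control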
#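 Measured by: fluorescence energy transfer, 422 nm excitation, 530/480 nm emission; test system: Cerulean-tagged RUNX1 Runt domain (FRET donor) fusion protein; buffer or medium: Tris pH 7.5 buffer with BSA; compound: one dose, 20 µM compound, 1% DMSO; times: two 1 h room-temperature incubations shielded from light; benchmarks: unlabeled CBFb 5 µM, positive control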
# TNF necrop inh: blocks TNF-alpha induced death of Jurkat FADD-/- cells | Jurkat FADD-/- TNF necroptosis rescue, ATP luminescence, 24 h; 0 = TNF only, 100 = no-TNF cells | activation (protection from cell death), % at 10 µM | 220,000 compounds, 0.068% hits | AID 463075;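 active = activation, meaning protection from cell death, of at least 50% relative to plate controls; inactive = activation below 50%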;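 also: necroptosis triggered by 40 ng/mL TNF-alpha added together with compound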
# Runt-SMMHC FRET: blocks binding of human RUNX1 Runt domain to CBFb-SMMHC. 220,000 compounds, 0.74% hits. inhibition, % at 20 µM. Cerulean-Runt/Venus-CBFb-SMMHC FRET ratio 530/480, 1 h. AID 1434. Q01196+Q13951;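 active = mean inhibition across duplicate retests at 20 µM reaching about 50%, limit read from the data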;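 also: 0% = DMSO wells and 100% = wells with excess untagged CBFb-SMMHC; inhibitors lower the FRET ratio by blocking Runt binding to CBFb-SMMHC; some results filed as inactive read as strong as hits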
# Hck-Nef inh: human Hck-Nef kinase inhibition. P08631. Recombinant Hck-YEEI plus Nef, Z-Lyte FRET kinase assay. inhibition, % at 20 µM. 220,000 compounds, 0.68% hits. AID 463187;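 active = Hck-Nef kinase inhibition above about 50%, limit read from the data; inactive = inhibition below that limit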;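 also: 0% = DMSO with Hck plus Nef and 100% = Hck alone without Nef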
# Target sequence (P08631 whole entry, looked up): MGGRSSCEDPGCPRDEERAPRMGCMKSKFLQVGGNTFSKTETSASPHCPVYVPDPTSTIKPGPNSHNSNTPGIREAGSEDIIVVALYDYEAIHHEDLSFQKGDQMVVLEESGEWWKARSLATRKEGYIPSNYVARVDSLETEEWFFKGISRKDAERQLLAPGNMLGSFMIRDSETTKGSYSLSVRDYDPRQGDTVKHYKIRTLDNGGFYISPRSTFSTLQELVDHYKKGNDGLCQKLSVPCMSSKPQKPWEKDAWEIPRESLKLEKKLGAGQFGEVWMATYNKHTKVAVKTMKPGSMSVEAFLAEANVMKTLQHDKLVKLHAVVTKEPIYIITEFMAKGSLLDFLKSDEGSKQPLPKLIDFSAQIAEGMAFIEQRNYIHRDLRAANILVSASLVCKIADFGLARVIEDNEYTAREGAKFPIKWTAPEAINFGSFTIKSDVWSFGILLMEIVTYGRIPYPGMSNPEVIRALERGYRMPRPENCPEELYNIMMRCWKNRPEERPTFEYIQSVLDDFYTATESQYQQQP
# RBBP9 inh: human RBBP9 hydrolase inhibition; 220,000 compounds, 0.2% hits; inhibition, % at 7.94 µM; recombinant RBBP9, FP-Rh probe fluorescence polarization; O75884;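 active = inhibition above the campaign mean of all tested compounds plus 3 SD, cut at about 14% in these data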;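 also: plate controls were DMSO wells with RBBP9 for no effect and wells lacking RBBP9 protein for full effect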
# Target sequence (O75884 whole entry, looked up): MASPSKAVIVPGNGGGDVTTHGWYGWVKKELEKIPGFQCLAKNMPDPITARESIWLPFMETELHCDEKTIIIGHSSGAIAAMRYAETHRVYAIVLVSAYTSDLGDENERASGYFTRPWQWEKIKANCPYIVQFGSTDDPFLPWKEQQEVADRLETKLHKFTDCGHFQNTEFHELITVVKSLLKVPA
#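 Controls: DMSO-treated enzyme wells and wells lacking RBBP9 | Material: RBBP9 protein | Technique: Fluorescence polarization | Replication: Single well per compound, no replicates | Buffer or medium: Tris-NaCl-Pluronic buffer, pH 8.0 | Timing: 30 min compound preincubation, 45 min probe labeling, 25 °C | Read-out basis: Percent inhibition from mP, scaled between DMSO and no-protein wells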
# * hit, by the source's call; x = no result given; & = joins results of further samples.
SMILES,L929 necroptosis,PGE2 EP2 inh,EP2 modulator,PERK inh,Runt-CBFb FRET,TNF necrop inh,Runt-SMMHC FRET,Hck-Nef inh,RBBP9 inh
CCOC(=O)C1=C(CNCc2ccc(C)cc2)NC(=O)NC1c1ccc(OC)cc1 (stereo unspecified),0.6,11.7,17.4,-0.6,-3.5,0.1,3.3,-4.2,-1.9
O=C(c1ccc(CS(=O)(=O)c2ccc(Br)cc2)o1)N1CCN(C2CCCCC2)CC1,0.3,x,-6.4,0.3,-1.6,1.1,-5.2,4.8,-3.6
Cc1ccc2c(c1)C1CN(C)CCC1N2CC(=O)N(C)c1ccccc1 (stereo unspecified),-0.3,6.4,3.6,0.5,-0.8,1.3,0.1,-8.6,1.3
CCN(CC)S(=O)(=O)c1ccc(N2CCOCC2)c(NC(=O)c2cc(-c3ccccn3)nc3ccccc23)c1,4.8,11.8,-9.0,-0.4,-3.6,-12.1,-3.6,26.1,-10.6
S=C(Nc1ccccc1)Nc1ccccc1-n1cccc1,-0.1,11.7,-24.0,0.6,0.1,-2.6,-2.6,-12.1,-4.4
COc1cccc(/C=N/NC(=O)CNC(=O)CCc2ccccc2)c1O,4.1,5.9,-47.7,2.1,4.9,-5.2,-3.9,-13.9,-0.5
CC(C)(C)n1nnnc1C(c1ccncc1)N(Cc1ccccc1)Cc1ccco1 (stereo unspecified),0.1,25.3,70.5*,-1.1,0.9,-1.1,-7.2,0.2,-1.3
O=C(NCc1ccco1)C1OCCc2ccccc21 (stereo unspecified),-0.1,10.0,22.6,0.6,1.3,-0.4,1.4,-0.1,5.8
Cc1cccc(C)c1NC(=O)C1(C)c2cccc[n+]2CC(=O)N1Cc1cccs1 (stereo unspecified),1.1,4.7,21.0,0.7,-15.6,-0.5,1.4,16.8,-6.3
Cc1cc(Cl)c(S(=O)(=O)Nc2ccc3c(c2)OCCO3)cc1OCC(N)=O,0.7,7.7,-6.0,-0.1,-1.4,-1.3,8.0,-0.7,-13.0
C#CC(CO)N(CCN(Cc1ccccc1)C(C#C)CO)Cc1ccccc1 (stereo unspecified),0.1,10.9,27.6,-2.1,-3.3,1.0,1.6,-1.3,2.0
O=C(N/N=C/c1ccccc1)c1ccc(N2CCOCC2)c([N+](=O)[O-])c1,0.7,4.0,14.8,0.3,-0.8,0.5,1.2,4.4,-8.7
O=C(NCc1csc(-c2cccs2)n1)c1ccccc1,-0.2,18.8,-21.1,1.1,-0.8,0.4,-1.3,8.3,-2.0
O=C(CN1CCC(n2cnc3cc(F)ccc32)CC1)Nc1ccccc1Br,60.8,9.9,-72.1,0.8,4.1,4.8,-0.6,18.7,-4.8
C=CCN(CC=C)C(=S)NC(=O)c1ccc(C)c(Br)c1,-1.1,8.8,-12.6,-0.4,-0.3,1.9,2.7,2.3,-9.2
C#CCn1c(=NC(=O)c2ccc(Br)s2)sc2cc(NC(C)=O)ccc21,1.1,25.8,10.0,-0.1,-16.6,0.8,-5.9,8.1,-2.0
CC1=C(C(=O)OCCOC(C)C)C(c2cccnc2)C2=C(CCCC2=O)N1 (stereo unspecified),2.3,16.7,8.7,0.7,24.7,0.6,45.5,13.5,-3.0
Cc1ccccc1CN1C[C@@H]2C[C@@H](c3cn(C)nc3-c3ccccc3)N3CCC[C@@]23C1=O,-1.2,6.2,37.8,-0.1,3.8,1.5,13.4,24.4,-26.0
COc1cc(OC)c(C#N)c(S(=O)(=O)Cc2ccccc2)c1,0.6,6.5,-12.7,0.8,-1.3,-0.7,-1.9,1.6,-2.4
COc1cc(C(=O)NCc2cn3ccsc3n2)cc(OC)c1OC,-1.1,15.9,x,-1.1,x,0.3,x,7.8,-1.2
CCS(=O)(=O)N1CCC(C(=O)c2ccc(Cl)cc2)CC1,0.1,7.3,17.8,-0.1,2.4,-2.3,-5.0,10.9,-9.7
N#C/C(=C\c1ccc[nH]1)C(=O)c1ccccc1,0.2,11.1,-26.2,1.7,5.9,-2.2,23.2,-2.6,-9.2
O=C(CSc1cccc[n+]1[O-])C12CC3CC(CC(C3)C1)C2,0.4,3.0,6.0,0.9,2.1,0.1,1.4,27.7,-11.9
Cc1cc2oc(=O)cc(CN3CCc4ccccc43)c2cc1Cl,0.4,11.1,52.3,1.4,-2.6,-0.1,-0.9,-0.6,-6.5
CNC(=S)N/N=C/c1c(C)nn(-c2cccc(Cl)c2)c1Cl,0.3,3.8,15.5,0.5,1.6,0.5,1.2,-0.6,0.4
Cc1ccnc(N2CCC(C(=O)NCc3ccccc3F)CC2)n1,3.2,16.0&8.4,1.6&2.6,0.8,x,9.7,x,23.8,-10.1
COc1ccc(-c2nnc(SC)n2C)cc1,0.8,8.0,30.4,0.1,-3.0,0.9,3.6,0.9,-9.0
CC(=O)Nc1ccc(S(=O)(=O)N2C(=O)c3cccc4cccc2c34)cc1,-0.1,7.7,0.6,1.0,2.0,1.0,-5.1,9.0,10.5
Cn1c(=O)[nH]c(=O)c2c1nc(N1CCOCC1)n2CCc1ccccc1,2.0,4.1,-3.1,-0.5,-1.6,-0.7,3.6,18.8,-5.2
CC(C)NC(=O)CC(=O)N/N=C/c1ccc(F)cc1,0.1,6.7,18.7,0.8,-1.5,-0.7,-3.2,0.7,-1.1
OCC1(CCCc2ccccc2)CCN(Cc2ccc(F)cc2)CC1,-0.7,9.0,-41.5,0.2,x,3.9,x,22.3,-8.2
COc1cccc(OCc2ccc(C(=O)NCC3CCCO3)cc2)c1 (stereo unspecified),0.3,4.2,-38.9,-0.7,-2.5,1.2,0.3,6.2,-4.8
COc1ccc(C(=O)NCC2(c3ccccc3)CCOCC2)cc1,0.6,6.5,25.9,-0.1,4.0,1.1,-2.2,17.7,-3.7
Cc1nnc(SCC(=O)NCc2ccc3c(c2)OCO3)[nH]c1=O,0.9,6.9,23.4,0.2,1.0,2.3,4.2,-13.8,-1.2
Cn1c(=O)c2c(n(Cc3ccccc3)c1=O)NC(=O)C2CC(=O)NCc1cccc(Cl)c1 (stereo unspecified),0.1,9.9,13.9,-0.6,0.1,-0.7,1.2,-0.3,-6.5
CCn1c(SCC(=O)N2CCN(c3ccc(F)cc3)CC2)nnc1-c1ccncc1,1.3,6.1,11.0,0.7,1.8,-0.8,-0.2,0.5,-2.0
CCCCCCCCCOC(=O)C[n+]1csc(CCO)c1C,0.1,18.7,4.9,0.9,-1.3,-5.7,0.3,-0.2,-6.4
CCOC(=O)C1(Cc2ccccc2)CCN(Cc2cccc(OC)c2O)CC1,-0.8,11.9,-7.3,-1.8,1.3,1.3,2.8,11.7,-6.6
O=C(Cc1cccc2ccccc12)N1CC[C@@]2(O)CCCC[C@H]2C1,-0.9,3.6,2.9,1.8,-2.7,2.2,1.4,24.2,-0.9
CC1CCCCN1C(=S)NCc1ccco1 (stereo unspecified),1.6,1.4,25.4,0.5,15.2,1.1,2.3,22.0,-2.4
COc1cccc(Nc2nc(CC(C)=O)ns2)c1,0.0,9.0,-1.0,0.0,1.9,0.1,-4.7,-1.2,-7.0
Cc1c(O)ccc2c3c(c(=O)oc12)CCC(C)C3 (stereo unspecified),0.0,13.2,15.0,0.5,66.1*,-9.3,118.0*,28.1,-2.9
CCOc1ccc(C2C(C#N)=C(C)NC3=C2C(=O)c2ccccc23)cc1 (stereo unspecified),0.1,5.8,6.5,-0.1,-5.2,-8.3,-4.4,10.4,-0.1
S=C1NC2=C(CCCC2=C2SCCCS2)C(c2ccccc2)N1 (stereo unspecified),-2.5,7.2,-0.6,-0.2,-6.4,-5.4,-3.9,-6.9,3.1
Cc1nc(NC(=O)COc2ccccc2)sc1C(=O)Nc1cccc(Cl)c1,-0.1,18.0,-16.5,0.5,-0.6,4.1,7.9,-0.1,-14.4

# Some of the entries above, set out differently:
Molecule | L929 necroptosis | PGE2 EP2 inh | EP2 modulator | PERK inh | Runt-CBFb FRET | TNF necrop inh | Runt-SMMHC FRET | Hck-Nef inh | RBBP9 inh
CCn1c(SCC(=O)N2CCN(c3ccc(F)cc3)CC2)nnc1-c1ccncc1 | 1.3 | 6.1 | 11.0 | 0.7 | 1.8 | -0.8 | -0.2 | 0.5 | -2.0
CCCCCCCCCOC(=O)C[n+]1csc(CCO)c1C | 0.1 | 18.7 | 4.9 | 0.9 | -1.3 | -5.7 | 0.3 | -0.2 | -6.4
CCOC(=O)C1(Cc2ccccc2)CCN(Cc2cccc(OC)c2O)CC1 | -0.8 | 11.9 | -7.3 | -1.8 | 1.3 | 1.3 | 2.8 | 11.7 | -6.6

# An excerpt from above, showing only Hck-Nef inh, L929 necroptosis and PERK inh.
Molecule	Hck-Nef inh	L929 necroptosis	PERK inh
Cc1nc(NC(=O)COc2ccccc2)sc1C(=O)Nc1cccc(Cl)c1	-0.1	-0.1	0.5
Cc1c(O)ccc2c3c(c(=O)oc12)CCC(C)C3 (stereo unspecified)	28.1	0.0	0.5
Cn1c(=O)c2c(n(Cc3ccccc3)c1=O)NC(=O)C2CC(=O)NCc1cccc(Cl)c1 (stereo unspecified)	-0.3	0.1	-0.6

# More structures
SMILES,L929 necroptosis,PGE2 EP2 inh,EP2 modulator,PERK inh,Runt-CBFb FRET,TNF necrop inh,Runt-SMMHC FRET,Hck-Nef inh,RBBP9 inh
Clc1ccc2nc(-c3ccccc3)nc(C(Cl)Cl)c2c1,37.5,5.7,40.8,2.7,5.8,4.7,-5.0,10.7,-0.6
O=C1CCC/C(=N\NC(=O)c2ccc(COc3cccc4cccnc34)cc2)C1,2.0,9.3,7.2,0.4,-2.8,1.7,-5.0,5.4,0.0
O=C(NNS(=O)(=O)c1ccc2ccccc2c1)c1cccnc1,-0.3,7.5,-6.8,0.2,-0.7,0.5,-3.1,3.2,7.4
CC1(C)CC(=O)C(/C=N/n2c(C(F)(F)F)nc3ccccc3c2=O)=C(O)C1,0.1,4.0,19.0,0.4,1.7,-1.5,6.0,1.9,-4.5
CC(C)c1cc(CN2CCN(CCC#N)CC2)cc(C(C)C)c1O,0.4,15.5,3.0,0.0,-1.3,-2.9,4.9,2.1,-6.6
Clc1ccc2c(c1)nc1n2CCCC1,-0.9,2.5,-13.9,0.7,-2.0,0.6,-1.9,31.0,-7.7
CCCCCCCCS(=O)c1sc2nc(C)cc(C)c2c1N (stereo unspecified),-0.3,14.2,-21.8,-0.1,18.1,-2.6,14.8,-1.9,3.8
O=C1C2C3C=CC(C2C(=O)N1CCCO)C1C2C(=O)N(CCCO)C(=O)C2C31 (stereo unspecified),-0.7,5.9,5.0,0.0,1.9,0.8,-7.9,12.1,-4.7
CCC(C)NC(=O)CSc1nc2c(sc3ccccc32)c(=O)n1CCCN1CCOCC1 (stereo unspecified),-0.4,1.8,-3.2,-0.4,3.7,2.4,2.1,3.8,-8.9
COc1ccc(Oc2cc(C)c3ccccc3n2)cc1,-0.3,5.4,20.2,0.0,-1.6,-1.9,-1.1,1.6,-7.3

# Bioassay records: PubChem BioAssay, several laboratories

# These rows are one share of the data. The share of hits here may be higher or lower than overall.
